Screens: PubChem BioAssay, several laboratories
NOD1 inhibition = NOD1 signaling inhibitors, primary screen, cell-based, luminescence, uHTS (AID 1578). inhibition, % at 4 µM, or EC50 in µM where a hit was titrated. 1% of 290,000 active. NOD1-driven NF-kB luciferase reporter cells, luminescence; higher % means a stronger effect; in the data active means inhibition mostly above about 36%, no sharp cut-off; inactive means mostly below about 34%;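 further: HEK-293T reporter cells stimulated with the NOD1 agonist gamma-tri-DAP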
HIV fusion peptide = cell-free HIV fusion peptide-binding blockers – biochemical, uHTS, fluorescence dequenching, primary screen (AID 1986). cell-free peptide binding, fluorescence dequenching, 30 min; higher % means a stronger effect. one-dose inhibition, % at 20 µM; IC50 in µM for titrated hits. 0.3% of 290,000 active; in the data active means inhibition mostly above about 52%, no sharp cut-off; inactive means mostly below about 76%; further: some results filed as inactive read as strong as hits
HEK293 NOD2/NF-kB = inhibition of NOD2-driven NF-kB reporter – cell-based, luminescence, uHTS, HEK293 (AID 1566); 0.63% of 290,000 active; inhibition, % at 4 µM, or EC50 in µM where a hit was titrated; HEK293 NOD2/NF-kB luciferase reporter, luminescence; higher % means a stronger effect; further: many of its hits are not listed in these tables
NS5 inhibitors = flavivirus cap methylation enzyme inhibition – biochemical, confirmation dose response, primary screen (AID 588689) | one-dose inhibition, % at 25 µM; IC50 in µM for titrated hits | 0.3% of 340,000 active | Dengue-2 NS5 methyltransferase capping enzyme assay, biochemical; higher % means a stronger effect; in the data active means a potency from the dose series
West Nile virus CPE = inhibition of WNV-induced cytopathic effect – cell-based, CPE readout (AID 1621). West Nile virus-infected cells, CPE inhibition; higher % means a stronger effect. CPE inhibition, % at 10 µM; hits with a dose series show IC50 in µM. 0.02% of 290,000 active; in the data active means a potency from the dose series; further: strong numbers were not always called active
KOR beta-arrestin-1 = kappa opioid receptor activators – cell-based, luminescence, uHTS, primary screen (AID 1777); 0.02% of 280,000 active; KOR beta-arrestin recruitment, luminescence; higher % means a stronger effect; activation, % at 10 µM, or EC50 in µM where a hit was titrated; in the data active means activation above about 50%, passing the limit was not always enough; further: a part of the inactive calls stands beside numbers as strong as those of hits
AID2073 = inhibitors of Mint1-CaV2.2 protein interaction, biochemical, HTRF (AID 2073). HTRF protein-protein interaction, Mint1-CaV2.2; higher % means a stronger effect. 0.19% of 290,000 active. one-dose inhibition, % at 20 µM; IC50 in µM for titrated hits; in the data active means inhibition mostly above about 51%, no sharp cut-off; further: some results filed as inactive read as strong as hits
KOR beta-arrestin-2 = kappa opioid receptor blockers – cell-based, luminescence, uHTS (AID 1778) | KOR beta-arrestin recruitment, luminescence, antagonist mode; higher % means a stronger effect | inhibition, % at 10 µM; hits with a dose series show IC50 in µM | 0.091% of 290,000 active; further: strong numbers were not always called active
Yfh1-off respiration = mitochondrial function rescue without frataxin homolog – Friedreich's ataxia, plus single-dose screen, dose response (AID 1465); fold induction at 50 µM; hits with a dose series show EC50 in µM; S. cerevisiae Yfh1-off respiration, WST-1 reduction, 72 h; higher fold induction means a stronger effect; 0.074% of 220,000 active;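 active means fold induction of absorbance versus untreated yeast above a set limit, then at least 30% activation at any dose in follow-up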;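 further: activators that raise dye reduction in frataxin-depleted yeast; strong numbers were not always called active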
NS5 inhibitors pilot replicate = recorded beside NS5 inhibitors, whose call it bears; inhibition, %; measured here: pilot screen replicate inhibition
* marks the source's active call; other numbers are inactive results; i = inactive; . = no result given; [ ] = remark or other dose. Unless noted, no stated cut-off is given here; in the data, active means inhibition above about 50%; inactive means the rest. These rows are one share of the data; the hit share may differ from the screen's.

A first look, 4 compounds:
SMILES	NOD1 inhibition	HIV fusion peptide	HEK293 NOD2/NF-kB	NS5 inhibitors	West Nile virus CPE	KOR beta-arrestin-1	AID2073	KOR beta-arrestin-2	Yfh1-off respiration	others
CC(=O)Nc1ccc(C(=O)NNC(=O)c2ccc(Cl)cc2)cc1	-29%	1.2%	2%	-6%	0.0%	-1.9%	4%	-28%[20 µM]	.
CCOc1cccc(=O)c2c(C)n(Cc3ccco3)c(C)c12	29%	-0.4%	7%	31%	-0.2%	11%	31%	-34%	i	NS5 inhibitors pilot replicate=7.6
O=S(=O)(Nc1ccc2c(c1)OCCO2)c1cccc2nsnc12	2%	0.1%	24%	-2%	-0.1%	1.9%	10%	-17%	i
COc1cccc(-c2csc(N3CCN(C(=S)Nc4ccccc4)CC3)n2)c1	1%	-1.8%	5%	-5%	-0.7%	6.7%	-12%	-20%	i

The listing, previewed entries included:
SMILES	NOD1 inhibition	HIV fusion peptide	HEK293 NOD2/NF-kB	NS5 inhibitors	West Nile virus CPE	KOR beta-arrestin-1	AID2073	KOR beta-arrestin-2	Yfh1-off respiration	others
CC(=O)Nc1ccc(C(=O)NNC(=O)c2ccc(Cl)cc2)cc1	-29%	1.2%	2%	-6%	0.0%	-1.9%	4%	-28%[20 µM]	.
CCOc1cccc(=O)c2c(C)n(Cc3ccco3)c(C)c12	29%	-0.4%	7%	31%	-0.2%	11%	31%	-34%	i	NS5 inhibitors pilot replicate=7.6
O=S(=O)(Nc1ccc2c(c1)OCCO2)c1cccc2nsnc12	2%	0.1%	24%	-2%	-0.1%	1.9%	10%	-17%	i
COc1cccc(-c2csc(N3CCN(C(=S)Nc4ccccc4)CC3)n2)c1	1%	-1.8%	5%	-5%	-0.7%	6.7%	-12%	-20%	i
O=C(CNCC1(N2CCOCC2)CCCCC1)Nc1ccc(Cl)cc1	-38%	-0.6%	8%	0%	-0.9%	1.6%	-8%	-43%	i
C(=N\Nc1nc2ccccc2[nH]1)/c1ccccn1	59%*	2.1%	48%	0%	-0.8%	-4.0%	10%	30%	i
CC1(C)CC(=O)C(C2C3=C(CC(C)(C)CC3=O)Oc3c(Br)cc(Br)cc32)=C(O)C1 (configuration not stated)	6%	15%	34%	-12%	-2.0%	3.6%	6%	-39%[20 µM]	.
COc1cccc(NC(=O)C2CC(=O)N/C(=N/NC(=O)c3ccc(C)cc3)S2)c1 (configuration not stated)	-5%	0.9%	0%	-13%	0.3%	0.8%	12%	20%	i
c1cnc2c(Oc3ncnc4sccc34)cccc2c1	-17%	0.0%	10%	5%	0.1%	8.5%	4%	17%	i
O=C1CC(c2ccccc2)CC(=O)C1Sc1ccc(Cl)cc1 (configuration not stated)	-20%	6.5%	14%	6%	0.2%	3.6%	-3%	-23%	i
CC(=O)c1ccc(N2CCN(C(=O)c3ccc4ccccc4n3)CC2)cc1	-42%	0.7%	-14%	-6%	-1.3%	6.3%	-6%	-28%	i
O=C(COC(=O)c1cccc(O)c1)NC(=O)Cc1ccccc1	-24%	0.0%	4%	1%	0.0%	-1.5%	7%	20%	.
CCOC(=O)CN1C(=N)N(c2nc(NC(C)C)nc(NC(C)C)n2)CC1=O	-30%	1.0%	6%	-2%	-0.1%	8.3%	-1%	-23%	i
CC1CCc2cc(F)ccc2N1C(=O)c1cc2nc(-c3ccco3)cc(C(F)(F)F)n2n1 (configuration not stated)	10%	9.9%	2%	8%	0.1%	-4.3%	12%	37%	i
Cc1ccc(S(=O)(=O)CC(=O)c2ccc3c(c2)OCCO3)cc1	5%	0.1%	19%	2%	0.4%	1.9%	0%	12%	i
CC1(C)C(=O)C2(CCCCC2)C(=O)OC1c1cccc([N+](=O)[O-])c1 (configuration not stated)	-19%	1.0%	7%	5%	-0.8%	4.3%	2%	-14%	i
CCc1ccccc1NC(=O)Cn1nnc(-c2cccnc2)n1	4%	0.7%	12%	4%	-0.5%	1.0%	1%	7%	i	NS5 inhibitors pilot replicate=-0.3
CCn1nc(CC(=O)O)c2ccccc2c1=O	-7%	-0.4%	18%	4%	3.0%	-1.0%	6%	-12%[20 µM]	i
O=C(COc1ccccc1)NCc1ccccc1	4%	4.3%	17%	-8%	-0.1%	-5.8%	-2%	9%	i
COc1ccccc1NC(=O)COC(=O)C12CC3CC(CC(Cl)(C3)C1)C2	-38%	1.2%	8%	-10%	0.2%	-5.9%	-9%	-15%	i
COC(=O)[C@@H](NC(=O)N1CCN(C(=O)C2COc3ccccc3O2)CC1)C(C)C (some centres not stated)	-7%	-0.7%	28%	-3%	-0.3%	-5.6%	10%	-12%	.
COc1ccc(C2=CSC3=NCCN23)cc1OC	-32%	-0.7%	5%	1%	-0.3%	0.4%	-7%	-2%[20 µM]	.
Cc1cc(N)n(-c2ncnc3scc(-c4ccccc4)c23)n1	-1%	-2.1%	-2%	-2%	.	0.8%	2%	-27%	.
COc1cc(C(c2sc3ncnn3c2O)N2CCN(c3ccccc3F)CC2)cc(OC)c1OC (configuration not stated)	-3%	-0.9%	6%	1%	0.1%	2.0%	-4%	7%	i
O=C(NCc1ccccc1)c1cccc(OCC(=O)N2CCN(C(=O)c3ccco3)CC2)c1	8%	-4.7%	-3%	-8%	1.3%	2.3%	7%	-29%	i
O=C(CSc1nnc2ccccn12)Nc1ccc2c(c1)OCCO2	-29%	-1.0%	-43%	-5%	0.0%	-2.5%	4%	-19%	i
O=c1[nH]c(CSc2ncccn2)nc2c1cnn2-c1ccccc1	22%	1.0%	-5%	1%	-0.6%	2.1%	-7%	.	i
CC(=O)Nc1ccccc1-c1nnc(SCc2ccccc2Cl)[nH]c1=O	2%	-0.1%	8%	5%	0.5%	7.6%	3%	-12%	i
CCOC(=O)N1CCN(C(=O)COc2ccccc2[N+](=O)[O-])CC1	3%	0.3%	-1%	-10%	0.2%	6.2%	-2%	-22%	i
CC(C)C(C(=O)Nc1ccc2c(c1)OCCOCCOCCOCCO2)N1C(=O)c2ccccc2C1=O (configuration not stated)	-32%	1.1%	18%	4%	1.1%	-2.1%	10%	7%	i
Cc1oc(-c2ccccc2)nc1CC(=O)O	-5%	-0.8%	2%	-6%	0.5%	2.4%	2%	-33%	i
Cc1cc(C)c(S(=O)(=O)NCC(=O)NCc2ccco2)c(C)c1	-22%	1.1%	-1%	-9%	.	0.3%	0%	19%	.
Cc1ccc(S(=O)(=O)N2CCOCC2)cc1C(=O)Nc1ccc(S(=O)(=O)Nc2nccs2)cc1	-16%	7.6%	21%	-4%	0.4%	-5.0%	3%	-22%[20 µM]	i
O=C(NNC(=O)c1ccc2[nH]c(=O)c(=O)[nH]c2c1)c1cccc(Br)c1	-9%	0.8%	16%	-3%	0.6%	1.3%	20%	-4%	.
Cc1ccc(N2C(=O)N3[C@H](c4ccc(F)cc4)[C@@H]4C(=O)N(C5CCCCC5)C(=O)[C@@H]4[C@]3(C)C2=O)cc1	2%	1.0%	10%	-3%	-1.0%	-1.4%	4%	-6%[20 µM]	.
CCOC(=O)c1ccc(N2C(=O)c3n[nH]c(-c4ccco4)c3C2c2cccc([N+](=O)[O-])c2)cc1 (configuration not stated)	-1%	15%	6%	-10%	-0.9%	1.4%	27%	7%	i

By substructure: those above containing a COOH group
SMILES	NOD1 inhibition	HIV fusion peptide	HEK293 NOD2/NF-kB	NS5 inhibitors	West Nile virus CPE	KOR beta-arrestin-1	AID2073	KOR beta-arrestin-2	Yfh1-off respiration	others
CCn1nc(CC(=O)O)c2ccccc2c1=O	-7%	-0.4%	18%	4%	3.0%	-1.0%	6%	-12%[20 µM]	i
Cc1oc(-c2ccccc2)nc1CC(=O)O	-5%	-0.8%	2%	-6%	0.5%	2.4%	2%	-33%	i

Next structures.
SMILES	NOD1 inhibition	HIV fusion peptide	HEK293 NOD2/NF-kB	NS5 inhibitors	West Nile virus CPE	KOR beta-arrestin-1	AID2073	KOR beta-arrestin-2	Yfh1-off respiration	others
COc1ccccc1N(C(=O)c1ccco1)C(C(=O)NC1CCCC1)c1cccs1 (configuration not stated)	33%	0.0%	0%	-2%	-1.1%	-2.3%	-3%	5%	.
O=C(CP(=O)(c1ccccc1)c1ccccc1)N/N=C/c1cc(Br)cc(Br)c1O	-7%	3.7%	12%	8%	-0.4%	0.6%	5%	-1%	i
COc1cc(OC)cc(C(=O)N(CCCN2C(=O)c3cccc4cccc(c34)C2=O)c2cccc(OC)c2)c1	8%	1.4%	5%	-5%	-0.8%	-3.9%	9%	8%	i
N#Cc1c(Cl)cccc1N1CCC(C(N)=O)CC1	34%	-2.1%	-16%	.	0.0%	8.8%	10%	9%	i
CCC(=O)NC(c1ccccc1)c1c(OC(C)=O)ccc2ccccc12 (configuration not stated)	-23%	-0.8%	14%	-10%	-0.9%	-5.3%	-8%	-4%	i
CCCCC(=O)c1c(O)c2ccccc2oc1=O	-10%	1.8%	-15%	6%	0.2%	3.5%	4%	-39%	i
O=Cc1ccc(N2CCCC2)c(F)c1	-12%	-0.3%	-23%	-2%	-0.1%	-4.8%	2%	0%	i
CCOc1ncccc1C(=O)OCC(=O)Nc1cccc(C(C)=O)c1	26%	-0.9%	1%	-7%	-0.2%	20%	-1%	12%	i
Cc1ccc(CNC(=O)C2CCCN(S(=O)(=O)c3cccnc3)C2)cc1 (configuration not stated)	-17%	0.4%	16%	-5%	0.2%	-1.3%	6%	14%	i
COc1ccc2nc(SCC(=O)NCC3CCCO3)c(C#N)cc2c1 (configuration not stated)	-11%	-0.1%	-20%	-11%	-0.4%	1.2%	-4%	-20%	.
CCOC(=O)c1cc2c(nc1C)-c1cc(Cl)cc(Cl)c1OC2O (configuration not stated)	-34%	-0.1%	12%	-15%	-0.5%	2.1%	22%	-8%	i
COc1ccc(Nc2ncc3c(n2)CC(c2ccccc2)CC3=O)cc1 (configuration not stated)	6%	-2.9%	0%	-4%	0.0%	-2.7%	12%	-1%	i
O=C(NCc1ccccc1)c1cccnc1N1CCOCC1	-18%	3.2%	-10%	-5%	0.5%	2.2%	3%	-42%	i
COC(=O)c1nnn(CC(=O)NC(=O)Nc2cccc(C)c2C)c1C(=O)OC	-45%	-0.3%	5%	0%	0.2%	-3.7%	-7%	22%	i
O=C(Nc1ccccc1C(F)(F)F)c1ncn[nH]1	12%	-2.5%	-15%	2%	0.5%	3.6%	10%	-6%	i
COc1ccc(/C=N/Nc2cc(C)nc(-n3nc(C)cc3C)n2)cc1	-13%	0.6%	10%	-4%	-1.4%	1.8%	-6%	15%	i
Cc1cc(CSc2ccccc2)ccc1NC(=O)COc1ccccc1	.	-1.8%	15%	-3%	0.2%	0.4%	-6%	-5%	i
CSC1=NCCN1C(=O)c1cccc(C(F)(F)F)c1	-5%	-0.2%	18%	0%	-0.4%	-2.5%	6%	7%	i
Cc1sc(N2CCN(S(=O)(=O)c3ccc4c(c3)NC(=O)CO4)CC2)nc1-c1ccccc1	15%	0.0%	-3%	-9%	1.8%	-10%	15%	-7%	.
COc1ccc(CN2C(=O)CN(C3CCCCCC3)C(=O)C2c2ccc(OC)c(OC)c2)cc1 (configuration not stated)	15%	-2.7%	12%	-5%	-0.9%	0.2%	-2%	-2%	i
CCOc1ccc(/C=N/NC(=O)c2ccoc2C)cc1OC	-47%	-2.6%	-36%	-8%	-0.1%	3.1%	11%	-16%	.
